Yp Topo-I inh: Yersinia pestis topoisomerase I inhibitors, primary screen, biochemical, cleavage product accumulation, plate reader, single point; Y. pestis Topo-I cleavage product accumulation; activity, % at 10 µM; actives 0.064% (n = 360,000); AID 504884, 2011; in the data active = activity above about 50%, passing the limit was not always enough; note: inactives centre near 2
3CLpro inhibitor: SARS-CoV 3CLpro protease inhibitors, primary screen, biochemical, quenched FRET; inhibition, % at 6 µM; AID 1706, 2009; recombinant SARS-CoV 3CLpro, quenched FRET peptide cleavage; actives 0.14% (n = 290,000); in the data active = inhibition above about 12%
SSB-PriA inh: inhibitors of Klebsiella pneumoniae PriA binding to SSB C-terminal tail, primary screen, biochemical, AlphaScreen. PriA–SSB C-terminal tail interaction (Klebsiella pneumoniae). AlphaScreen SSBct-PriA binding, biotinylated peptide. inhibition, % at 33 µM. actives 0.6% (n = 430,000). AID 1272365, 2023; in the data active = inhibition mostly above about 37%, no sharp cut-off; inactive = mostly below about 20%;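 note: plate controls were negative control peptide for no effect and reference peptide for full effect; strong numbers were not always called active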
MazF activator: activators of E. coli MazEF toxin-antitoxin RNase, primary screen, biochemical, fluorescence, uHTS; Endoribonuclease toxin MazF (Escherichia coli (strain K12)), P0AE70; FAM/BHQ RNA-DNA oligo cleavage fluorescence, 5 h; activation, % at 20 µM; actives 0.32% (n = 350,000); AID 504720, 2011; in the data active = activation above about 50%
Rv3671c protease: Rv3671c serine protease inhibitors, primary screen, biochemical, fluorescence polarization, M. tuberculosis H37Rv. inhibition, % at 5.96 µM. actives 0.048% (n = 320,000); in the data active = inhibition above about 38%;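 note: extracellular domain of Rv3671c used as enzyme; 0% = enzyme with DMSO and 100% = no enzyme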
BH1578 lux ind: inducers of Vibrio cholerae quorum light production without autoinducers, primary screen, BH1578 luxS cqsA deficient, single point | activation, % at 18.7 µM | actives 0.16% (n = 350,000) | V. cholerae BH1578 lux reporter, luminescence, 6 h; in the data active = activation mostly above about 9.7%, no sharp cut-off; note: not every result past the cut was called active; inactives centre near 0; reference of the scale not given here
CCHF vOTU inh: CCHFV vOTU protease inhibitors, primary screen, biochemical, Pep-AMC substrate, fluorescence; AID 651958, 2012; inhibition, % at 11.5 µM; actives 0.55% (n = 370,000); in the data active = inhibition above about 30%; note: 0% = vehicle wells with enzyme and 100% = no enzyme wells
VHR inh abs: VHR1 phosphatase inhibitors, primary screen, biochemical, absorbance, uHTS | AID 1654, 2009 | recombinant VHR phosphatase, pNPP absorbance | actives 0.52% (n = 290,000) | Dual specificity protein phosphatase 3 (Homo sapiens), P51452 | inhibition, % at 13.3 µM; in the data active = inhibition above about 50%; note: some compounds called inactive have numbers as strong as hits
PrPC TRFRET: inhibitors of human cell surface prion protein PrPC, primary screen, cell-based, TR-FRET | Major prion protein (Homo sapiens), P04156 | TR-FRET read-out | inhibition, % at 13.8 µM | actives 0.43% (n = 370,000); in the data active = inhibition above about 24%; note: 0% = median of the test wells and 100% = reference compound wells
TcdB inh: TcdB glycohydrolase inhibitors, primary screen, biochemical, single point, plate reader. Toxin B (Clostridioides difficile), P18177. TcdB glycohydrolase enzymatic assay. inhibition, % at 9.99 µM. actives 0.24% (n = 350,000). AID 652162, 2013; in the data active = inhibition above about 10%
Target sequence (P18177 whole entry, looked up): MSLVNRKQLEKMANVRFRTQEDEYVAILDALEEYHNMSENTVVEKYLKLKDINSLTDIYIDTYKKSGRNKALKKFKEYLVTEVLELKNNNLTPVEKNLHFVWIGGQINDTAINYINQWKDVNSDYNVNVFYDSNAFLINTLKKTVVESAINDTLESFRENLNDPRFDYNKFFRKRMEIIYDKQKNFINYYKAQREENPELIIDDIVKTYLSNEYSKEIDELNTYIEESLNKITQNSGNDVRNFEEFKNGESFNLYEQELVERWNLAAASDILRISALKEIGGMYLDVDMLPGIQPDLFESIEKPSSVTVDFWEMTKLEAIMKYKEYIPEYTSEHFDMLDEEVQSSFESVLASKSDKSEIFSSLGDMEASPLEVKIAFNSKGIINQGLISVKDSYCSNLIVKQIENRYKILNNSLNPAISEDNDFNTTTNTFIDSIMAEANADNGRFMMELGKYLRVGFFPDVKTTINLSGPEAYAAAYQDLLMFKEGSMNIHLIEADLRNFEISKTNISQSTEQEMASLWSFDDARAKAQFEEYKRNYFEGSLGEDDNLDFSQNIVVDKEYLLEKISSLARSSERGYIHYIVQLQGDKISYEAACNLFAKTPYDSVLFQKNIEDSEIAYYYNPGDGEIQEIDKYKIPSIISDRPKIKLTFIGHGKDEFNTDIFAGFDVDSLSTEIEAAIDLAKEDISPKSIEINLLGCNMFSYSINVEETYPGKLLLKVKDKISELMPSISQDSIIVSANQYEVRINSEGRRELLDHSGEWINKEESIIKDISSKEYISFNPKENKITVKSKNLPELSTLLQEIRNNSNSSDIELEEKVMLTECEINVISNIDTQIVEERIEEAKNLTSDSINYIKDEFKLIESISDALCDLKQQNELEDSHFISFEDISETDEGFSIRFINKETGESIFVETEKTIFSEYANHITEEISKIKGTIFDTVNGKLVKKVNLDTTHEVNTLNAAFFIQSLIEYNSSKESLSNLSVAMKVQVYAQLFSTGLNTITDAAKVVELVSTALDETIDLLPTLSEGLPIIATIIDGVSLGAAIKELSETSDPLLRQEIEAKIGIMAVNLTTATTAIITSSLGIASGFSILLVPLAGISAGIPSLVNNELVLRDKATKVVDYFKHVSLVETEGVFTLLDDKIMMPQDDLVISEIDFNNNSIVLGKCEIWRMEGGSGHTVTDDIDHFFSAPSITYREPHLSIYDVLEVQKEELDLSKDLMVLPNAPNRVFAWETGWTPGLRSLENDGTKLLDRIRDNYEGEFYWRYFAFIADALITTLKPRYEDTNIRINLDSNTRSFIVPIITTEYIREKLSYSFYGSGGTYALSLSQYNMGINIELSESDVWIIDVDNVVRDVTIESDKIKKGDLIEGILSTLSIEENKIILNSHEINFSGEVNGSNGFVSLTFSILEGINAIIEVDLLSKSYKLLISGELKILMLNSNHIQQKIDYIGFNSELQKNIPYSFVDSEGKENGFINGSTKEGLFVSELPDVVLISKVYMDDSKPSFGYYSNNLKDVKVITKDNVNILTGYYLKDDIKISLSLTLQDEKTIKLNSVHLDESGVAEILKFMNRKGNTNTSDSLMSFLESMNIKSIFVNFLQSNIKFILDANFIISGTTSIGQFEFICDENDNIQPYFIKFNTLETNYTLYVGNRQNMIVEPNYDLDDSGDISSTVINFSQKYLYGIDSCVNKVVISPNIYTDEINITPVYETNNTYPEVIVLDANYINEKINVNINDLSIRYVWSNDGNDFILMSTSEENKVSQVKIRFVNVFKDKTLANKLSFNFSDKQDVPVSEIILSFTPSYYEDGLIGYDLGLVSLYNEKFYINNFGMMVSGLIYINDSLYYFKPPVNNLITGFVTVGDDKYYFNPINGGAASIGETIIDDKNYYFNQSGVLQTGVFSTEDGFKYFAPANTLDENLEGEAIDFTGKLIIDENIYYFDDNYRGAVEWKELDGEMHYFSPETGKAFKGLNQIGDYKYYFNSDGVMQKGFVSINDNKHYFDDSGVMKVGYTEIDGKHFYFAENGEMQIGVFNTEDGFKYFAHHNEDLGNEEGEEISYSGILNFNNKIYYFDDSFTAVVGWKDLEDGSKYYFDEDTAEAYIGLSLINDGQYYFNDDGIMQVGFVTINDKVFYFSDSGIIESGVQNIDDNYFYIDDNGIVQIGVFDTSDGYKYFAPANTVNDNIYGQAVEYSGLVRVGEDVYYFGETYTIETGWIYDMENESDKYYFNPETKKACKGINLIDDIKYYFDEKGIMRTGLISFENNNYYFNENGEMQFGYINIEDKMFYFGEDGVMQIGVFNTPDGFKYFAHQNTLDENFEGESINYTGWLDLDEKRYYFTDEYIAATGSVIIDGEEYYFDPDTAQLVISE
Starred values were filed as active, the others as inactive; i = inactive; nt = not tested or not shown; & = joins results of further samples. This is a subset. The share of hits here may be higher or lower than overall.

SMILES	Yp Topo-I inh	3CLpro inhibitor	SSB-PriA inh	MazF activator	Rv3671c protease	BH1578 lux ind	CCHF vOTU inh	VHR inh abs	PrPC TRFRET	TcdB inh
CSc1nc(SC(C)C(=O)O)c2c3c(sc2n1)COC(C)(C)C3 (configuration not stated)	2	7	2	-10	4	-0.3	-8	25	14	0.6
Cn1c(N)c(N=Cc2ccccc2)c(=O)n(C)c1=O	1	nt	-3	1	nt	-0.8	-1	nt	-1	0.1
CC(C)C(C(=O)Nc1ccncc1)c1ccc(Cl)cc1 (configuration not stated)	4	-5	-22	-2	2	-0.4	1	-4	7	1.3
CCn1nnc(NC(=O)C(C)Oc2ccc(Cl)cc2Cl)n1 (configuration not stated)	-2	-2	-13	4	-6	-0.3	2	17	4	nt
Cc1ccc(/C=C/C(=O)N2CCN(c3ccc(F)cc3)CC2)o1	3	0	10	3	-6	i	-4	-5	2	0.4
COc1ccc(N2CCN(S(=O)(=O)c3ccc(Cl)c(C(F)(F)F)c3)CC2)cc1	-5	7	-2&-13	-7	-1	nt	-5	-8	0	nt
CC(C)c1ccc(-c2noc(C3CCCN(S(C)(=O)=O)C3)n2)cc1 (configuration not stated)	4	1	-14	2	5	i	-14	13	0	0.1
Cc1c(NC(=O)c2ccc3c(c2)OCO3)c(=O)n(-c2ccccc2)n1C	1	-1	0	-15	35	i	-14	12	-1	nt
COc1cc([N+](=O)[O-])cc2cc(C(=O)N3CCCC3)c(=O)oc12	-7	-2	-2	-2	7	-0.3	-3	-5	-7	-0.6
CC(OC(=O)CNC(=O)c1ccccc1F)C(=O)Nc1nc(-c2ccccc2)cs1 (configuration not stated)	-7	4	3	-3	-2	-0.3	-9	-2	6	nt
CCN(CC)Cc1cc(C(C)=O)ccc1OCC(C)C	4	3	-7	5	-2	1.2	10	15	-7	3.1
COc1cc(/C=C2/C(=O)NN(c3cccc(C)c3)C2=O)cc([N+](=O)[O-])c1O	-7	0	-10	0	12	i	12	27	-3	-1.1
O=S(=O)(NCCSCc1ccc(Cl)c(Cl)c1)c1ccc2c(c1)OCCO2	34	-4	-11	-11	-19	i	6	nt	-3	nt
O=C(NCc1ccccn1)c1ccc(Cn2c(=S)[nH]c3ccccc3c2=O)cc1	8	7	-6	-8	-8	-0.2	-6	2	-1	nt
C[C@]12CCC3C(CC[C@H]4[C@H](O)[C@H](O)CC[C@]34C)C1CC[C@@H]2O (some centres not stated)	1	nt	-8	3	nt	i	19	nt	-2	1.2
CC1CC(=O)N(CC(=O)NCc2ccc(F)cc2)c2ccccc2S1(=O)=O (configuration not stated)	3	-1	-2	-1	-6	-1.7	25	-8	-5	0.8
CC1CCC(NC(=O)c2cnccn2)CC1 (configuration not stated)	1	0	-7	9	-1	i	1	25	-15	nt
CCNC(=O)COC(=O)CCNC(=O)c1ccc(Cl)cc1	-7	2	-5	4	6	-0.2	-3	20	7	0.3
CCOC(=O)[C@@H]1[C@H]2COc3ccccc3[C@H]2N2C(=O)N(c3cccc(Cl)c3)C(=O)[C@@]12C	-2	4	-10	-2	-8	i	nt	13	nt	nt
COc1ccc(/C=C(/NC(=O)c2ccccc2)C(=O)N/N=C/c2ccc3c(c2)OCO3)cc1OC	25	3	nt	-14	nt	-1.8	0	11	-9	nt
CCCn1nc(NC(=O)c2ccncc2)c2cc3ccccc3nc21	0	-7	-14	9	0	i	3	24	-18	nt
Cc1cc(C)c(NC(=O)CCn2nnc3ccccc32)c(C)c1	12	-1	9	13	3	i	-7	26	-6	1.0
CCOc1ncccc1C(=O)OCC(=O)Nc1nnc(-c2ccccc2)o1	1	nt	3	-4	2	-0.7	16	nt	-6	0.4
O=C(O)/C(=C\c1ccc(Cl)c([N+](=O)[O-])c1)c1ccc(S(=O)(=O)N2CCCCC2)s1	4	0	0	-1	2	0.2	2	-1	6	-0.3
CCOC(=O)C1CN(c2cc3c(cc2F)c(=O)c(C(=O)O)cn3CC)OC1C(=O)OCC (configuration not stated)	4	1	-6	2	4	1.0	-9	8	0	nt
COc1ccc(NS(=O)(=O)c2ccc(NC(=S)NC(=O)c3ccc(Br)cc3)cc2)nn1	-1	10	12	7	-1	i	10	3	2	0.6
COc1ccccc1C(=O)N/C(=C\c1cn(S(=O)(=O)N(C)C)c2ccccc12)C(=O)N1CCN(C)CC1	7	nt	nt	0	nt	-0.3	12	nt	-1	-4.6
O=C(Cn1cc(COc2ccccc2C(F)(F)F)nn1)c1ccc(O)cc1	-7	nt	-2	5	nt	-0.4	14	nt	-2	-0.9
CCOC(=O)C1CCCN(C2CC(=O)N(c3ccc(NC(C)=O)cc3)C2=O)C1 (configuration not stated)	-5	1	-5	-14	6	-0.2	6	-17	-7	4.2
Cc1cnc(NC(=O)CSc2ncc(-c3ccccc3)n2Cc2ccco2)s1	-6	2	17	1	-9	i	1	28	-2	nt
CC(=O)NS(=O)(=O)c1ccc(NC(=S)Nc2ccccc2)cc1	-6	-5	-11	3	7	-0.4	7	16	7	0.1
Cc1ccc2c(c1)CCCN2S(=O)(=O)c1cccc(C(=O)Nc2ccccc2C(=O)O)c1	11	8	nt	nt	-27	-0.3	19	10	12	-0.4
CC(=O)Nc1c(C)ccc(CNC(=O)COc2cc(C)ccc2C)c1C	1	-2	-8	-1	0	i	11	-1	-1	nt
CCOc1ccc(OCC)c(NC(=O)C2CCN(S(=O)(=O)c3c(C)noc3C)CC2)c1	21	2	-6	-3	6	0.3	8	18	-1	nt
Cc1cc2cc3c(cc2nc1SCC(=O)O)OCCO3	11	-5	-9	7	-8	-0.7	-6	22	14	nt
CC1=C/C(=C\C=C(C#N)C#N)N(C)c2ccccc21	-3	1	-1	i	-223	-0.5	5	21	-32	0.7
COc1ccc(C)cc1NS(=O)(=O)c1ccc(NC(=O)CN(c2cc([N+](=O)[O-])ccc2C)S(C)(=O)=O)cc1	1	8	-14	0	-153	-0.3	4	-4	-9	nt
CCOC(=O)[C@H]1[C@H]2COc3ccc(Br)cc3[C@@H]2N2C(=O)c3cc(F)c(F)cc3NC(=O)[C@@]12C	1	nt	-21	6	-27	-4.5	1	nt	5	3.1
CCc1c(C)c2c(C)nn(-c3ccccc3)c2[nH]c1=O	-1	-1	-4	-9	-6	i	-8	-9	8	nt
CS(=O)(=O)c1ccc(NCCc2ccccn2)c([N+](=O)[O-])c1	-10	-9	-7	5	2	-0.2	-6	11	-40	1.0
COCCN(C(=O)COC(=O)/C=C/c1ccc2c(c1)OCO2)c1c(N)n(Cc2ccccc2)c(=O)[nH]c1=O	-2	nt	-11	0	3	0.7	3	nt	-1	1.3
Cc1[nH]n(C(C)(C)C)c(=O)c1Sc1ccc(Cl)cc1	-11	2	-2	4	-1	-0.7	6	38	0	nt
COc1ccc(C)cc1NC(C)C(=O)NC(=O)NC1CCCCC1 (configuration not stated)	11	nt	-13	-1	-4	i	1	nt	-3	-0.3
Cc1[nH]c2ccccc2c1C(=O)CN1C(=O)NC(C)(c2ccc(Cl)cc2Cl)C1=O (configuration not stated)	-7	6	15	-1	-24	-0.4	-6	15	4	nt
O=C(O)CN1C(=O)/C(=C/c2ccccc2Cl)Oc2ccccc21	7	1	-2	-9	-6	0.8	-42	-16	-6	-0.2
Clc1ccc(C2Nc3ccccc3-n3cccc32)cc1 (configuration not stated)	10	-1	-20	5	-2	i	-8	16	-4	1.2
O=C(COC(=O)CCC(=O)c1ccccc1)NNC(=O)c1ccc(Cl)cc1	-2	nt	-2	0	7	i	-7	nt	4	1.1
COc1ccc(NC(=S)NCCCN2CCCC2)cc1	-5	-2	2	0	4	i	18	9	0	-1.0
CN(C(=O)Cn1cnc([N+](=O)[O-])n1)C1CCCCC1	4	3	4	5	-6	-0.9	17	14	-9	-0.6
Cc1ccc(Cc2c(-c3ccc(Br)cc3)nc3cc(C)ccn23)cc1	10	nt	nt	-10	nt	-0.7	-9	nt	-2	8.6
CCOC(=O)CN1C(=O)N[C@@H](c2ccccc2)C(C(=O)OC)=C1C	-2	2	-3	8	-1	i	nt	5	nt	nt
C=C(C)c1ccccc1NC(=O)CCN1C(=O)c2ccccc2S1(=O)=O	6	0	-4	-3	-13	i	14	24	2	-7.6
Cc1cc(C(=O)Nc2ccc(OCc3ccccc3)cc2)c(C)o1	17	7	-12	4	-3	-0.3	5	-3	5	0.0
CCOC(=O)c1ccc(NC(=S)Nc2cc(C)cc(C)n2)cc1	10	6	-19	8	1	-0.4	-3	2	8	-0.3
O=c1[nH]c(=O)n(CCc2ccccc2)c(O)c1C=NCCN1CCNCC1	-9	6	-16	-6	5	5.0	0	-9	2	nt
CCc1nc2c(OCC(=O)N3CCOCC3)cccn2c1N(C)C(=O)COc1ccccc1	0	nt	nt	nt	nt	-0.3	15	nt	-1	-0.1
Cc1cccc(NC(=O)CN2CCN(CC(=O)Nc3ccc(-c4ccccc4)cc3)CC2)c1C	16	5	-3	1	-4	-0.4	8	2	-3	1.5
CC(=O)Nc1cccc(NC(=O)c2cc(-c3cccnc3)nc3ccc(Cl)cc23)c1	-6	1	-11	8	-21	-1.6	11	40	-7	-0.4
NC(c1csc(Nc2ccc(C(=O)NCCCO)cn2)n1)c1ccccc1Cl (configuration not stated)	-1	nt	nt	nt	nt	i	3	nt	7	1.1
O=c1c2ccccc2ncn1-c1ccc([N+](=O)[O-])c(C(F)(F)F)c1	-3	-3	-3	0	-3	-0.2	4	4	-4	nt

Continuation.
SMILES	Yp Topo-I inh	3CLpro inhibitor	SSB-PriA inh	MazF activator	Rv3671c protease	BH1578 lux ind	CCHF vOTU inh	VHR inh abs	PrPC TRFRET	TcdB inh
COc1ccc(S(=O)(=O)Nc2cc3[nH]c(=O)oc3cc2C)cc1	3	-1	-2	0	6	i	2	12	15	-2.3
COc1ccc(NC(=O)c2ccc(-c3ccccc3)cc2)cc1NS(=O)(=O)c1ccc(F)cc1	10	7	9	-3	-101	-0.4	-6	12	20	nt
O=C(NCC1CCCCC1)c1cccc([N+](=O)[O-])c1	2	3	9	7	4	i	1	-4	-31	-0.2
O=C(Oc1cccc2c(OC(=O)N3CCOCC3)cccc12)N1CCOCC1	8	-8	-10	5	-10	-6.0	3	-11	-4	nt
O=C(Nc1nccs1)c1cccc(NC(=O)C(F)(F)F)c1	2	6	-3	5	8	-2.4	-6	25	-3	1.4
COc1ccc(/C=C/C(=O)OCCCN(C)C)cc1	-2	1	1	6	-6	-0.1	1	35	-11	0.5
COc1cc2c(=O)n(Cc3ccccc3)c(=O)n(CC(=O)C(C)(C)C)c2cc1OC	nt	4	-14	-4	6	nt	nt	-10	nt	nt
COc1ccccc1/C=C/C(=O)Nc1cccc(S(=O)(=O)N2CCOCC2)c1	7	nt	4	3	-21	i	14	nt	2	-0.4
c1ccc2c(NC3=NCCCCS3)cccc2c1	-3	1	29	-6	-2	-1.3	2	12	-1	nt
O=C(c1ccccc1)N1CCN(c2ccc([N+](=O)[O-])cc2-n2cccc2)CC1	11	8	7	-1	2	-0.9	15	4	-17	1.8

From PubChem
